# Screening data (PubChem BioAssay)
# EphA4 KYL inhibition = inhibitors of EphA4 binding to KYL peptide, primary screen, biochemical, colorimetric, mouse EphA4 (AID 689); EphA4-AP binding to KYL peptide, pNPP A405; higher % means a stronger effect; Ephrin type-A receptor 4 (Mus musculus); inhibition, % at 10 µM, or IC50 in µM where a hit was titrated; actives 0.1% (n = 62,000); in the data active = a potency from the dose series; inactive = the rest, 99 in 100 with inhibition below about 22%
# Numbers without * were called inactive; & = joins results of further samples. Only part of the results is shown. The share of hits here may be higher or lower than overall.
SMILES,EphA4 KYL inhibition
N=C1C(c2nc3ccccc3[nH]2)=C(O)CN1c1ccc(F)cc1,7%
COc1ccc(N2C(=O)c3ccc(C(=O)Nc4ccccc4I)cc3C2=O)cc1,10%
O=C(OC(C(=O)NC1CCCCC1)c1ccccn1)c1cccs1 (stereo not drawn),-4%
Cc1cccc(CSC2=NCCN2C(=O)C2CC2)c1,0%
CCC(Sc1nc(C)cc(=O)[nH]1)C(=O)Nc1sc2c(c1C#N)CCCC2 (stereo not drawn),-4%
CCCCOC(C)n1cc(C)c(=O)[nH]c1=O (stereo not drawn),-8%
COc1ccc(C(=O)Nc2ccc(S(=O)(=O)NCc3ccco3)cc2)cc1OC,-21%
O=C(CSc1n[nH]c(-c2ccc(S(=O)(=O)NC3CCCCC3)cc2)n1)N1CCCC1,-8%
Nc1nc(N)nc(-c2ccccn2)n1,9%
COc1ccc2c(c1OC)C(=O)N1c3ccccc3SC21 (stereo not drawn),-10%
COC(=O)c1sccc1NC(=O)c1ccncc1,12%
CCOc1ccc(-c2nnc(N)o2)cc1,-1%
O=C(CNC(=O)c1cccs1)NCC(=O)OCc1ccc(Cl)cc1,-4%
CN(C)S(=O)(=O)c1ccc(C(=O)Oc2cc(=O)[nH]c3ccccc23)cc1,-17%
Cn1c2c(c(=O)[nH]c1=O)C(c1cccc(Cl)c1Cl)C1=C(N2)c2ccccc2C1=O (stereo not drawn),-7%
Cc1cccc(NC(=O)c2ccccc2NC(=O)c2cccs2)c1C,12%
COc1ccc(CCN2C(=O)c3cccc4cccc(c34)C2=O)cc1OC,-8%
Cc1ccc(-n2c(Cc3cccn3C)nnc2SCC(=O)NC2CCCCC2)cc1,-4%
CC(=O)Cc1nsc(NC(=O)C2Cc3ccccc3C(=O)O2)n1 (stereo not drawn),11%
COc1ccccc1C(=O)NC(=S)N1CCCc2ccccc21,-2%
O=C(NCc1ccco1)C(c1ccc(F)cc1)N(Cc1cccnc1)C(=O)Cn1nnc2ccccc21 (stereo not drawn),-1%
Cc1cccc(OCC(=O)Nc2cccc(C(=O)O)c2)c1C,0%
CCn1c(C(C)NC(C)=O)nc2ccccc21 (stereo not drawn),-4%
O=C(Nc1ccc(OC(=O)c2ccncc2)cc1)c1ccncc1,-8%
Cc1ccc(Cl)cc1NC(=O)CSC(N)=O,-9%
Cc1nn(C)c(C)c1S(=O)(=O)N(CC(=O)N1CCc2ccccc21)c1ccc(C(C)C)cc1,-6%
O=S1(=O)CC(N2CCCCC2)C(N2CCCCC2)C1 (stereo not drawn),-9%
Cc1ccc(CS(=O)(=O)CCC(=O)NCCCOC(C)C)cc1,-28%
COc1cc(OC)cc(-c2cc3nc(C)c(CCC(=O)O)c(=O)n3[nH]2)c1,-18%
Cc1ccc2cc(CN(CCN3CCOCC3)C(=O)NCc3ccccc3)c(=O)[nH]c2c1C,0%
O=C(COCc1nc2ccccc2c(=O)[nH]1)NC1CCCC1,-6%
Cc1nnc(SCC(=O)c2cc(C)n(-c3ccc4c(c3)OCO4)c2C)s1,7%
COc1ccc(CNC(=S)Nc2ccc(Cl)cc2Cl)cc1,-11%
Cc1cccc(C)c1NC(=O)CSc1nnc(-c2ccccc2)n1Cc1ccc2c(c1)OCO2,7%
CCOC(=O)CCC(NC(=O)c1ccc(NCN2C(=O)c3ccccc3C2=O)cc1)C(=O)OCC (stereo not drawn),6%
C=CCN1C(=O)NC2(CCCCC2)C1=O,-27%
NS(=O)(=O)c1ccc(NC(=O)CSC2CCCCC2)cc1,-14%
Cc1cc(-c2ccccc2)nc(Oc2ccc(C(C)(C)C)cc2)c1S(C)(=O)=O,5%
COc1ccc(OC)c(NC=C2C(=O)OC3(CCCCC3)OC2=O)c1,1%
O=C(Nc1ccc2oc(-c3cccc4ccccc34)nc2c1)c1ccc([N+](=O)[O-])cc1,26%

# Structural class, the entries above with an NH in an aromatic ring (nine)
SMILES,EphA4 KYL inhibition
N=C1C(c2nc3ccccc3[nH]2)=C(O)CN1c1ccc(F)cc1,7%
CCC(Sc1nc(C)cc(=O)[nH]1)C(=O)Nc1sc2c(c1C#N)CCCC2 (stereo not drawn),-4%
CCCCOC(C)n1cc(C)c(=O)[nH]c1=O (stereo not drawn),-8%
O=C(CSc1n[nH]c(-c2ccc(S(=O)(=O)NC3CCCCC3)cc2)n1)N1CCCC1,-8%
CN(C)S(=O)(=O)c1ccc(C(=O)Oc2cc(=O)[nH]c3ccccc23)cc1,-17%
Cn1c2c(c(=O)[nH]c1=O)C(c1cccc(Cl)c1Cl)C1=C(N2)c2ccccc2C1=O (stereo not drawn),-7%
COc1cc(OC)cc(-c2cc3nc(C)c(CCC(=O)O)c(=O)n3[nH]2)c1,-18%
Cc1ccc2cc(CN(CCN3CCOCC3)C(=O)NCc3ccccc3)c(=O)[nH]c2c1C,0%
O=C(COCc1nc2ccccc2c(=O)[nH]1)NC1CCCC1,-6%

# Next entries:
SMILES,EphA4 KYL inhibition
Cc1c(Br)c(C(F)(F)F)nn1CC(=O)NCC1CCCO1 (stereo not drawn),-3%
CC(/C=N\NC(=O)Cn1c(C)nc2ccccc21)=C\c1ccccc1,-2%
CCN(CC)S(=O)(=O)c1ccc(NC(=O)CSc2nnc(-c3cccc(OC)c3)n2C)cc1,10%
COc1cc(C(=O)Nc2cc(C)c(OCC(=O)N3CCOCC3)c(C)c2)cc(OC)c1OC,7%
CCC(CC)C(=O)N(CCc1ccc(OC)cc1)Cc1nc2ccccc2c(=O)[nH]1,-2%
NC(=S)N/N=C/c1ccc(-c2cccc([N+](=O)[O-])c2)o1,-2%
Fc1ccc(N2CCN(c3ccc4c(C(F)(F)F)cc(C(F)(F)F)nc4n3)CC2)cc1,-5%
COc1ccccc1C1/C(=C(/O)c2ccccc2)C(=O)C(=O)N1CCO (stereo not drawn),-8%
CC(C)OC(=O)CSc1nc(-c2ccc(F)cc2)nc2ccc(F)cc12,-8%
Cc1ccc(-n2c(O)cnc2Nc2nc(C)cc(C)n2)cc1,0%
Cc1cc(C(=O)CSc2nnc(-c3cccnc3)n2-c2ccccc2F)c(C)n1CC1CCCO1 (stereo not drawn),-6%
CCOC(=O)c1cnn(-c2ccccc2)c1-n1cccc1C(=O)C(=O)Nc1ccc(F)cc1,-9%
Cc1cccc(-c2nnc3n2N=C(c2ccccc2)CS3)c1,-9%
CCOCC(=O)Nc1cc(-c2cn3cccnc3n2)ccc1C,-13%
O=C(CN1CCN(S(=O)(=O)c2ccccc2)CC1)Nc1cccc(C(F)(F)F)c1,-10%
O=C(COC(=O)C1CCN(S(=O)(=O)c2cc([N+](=O)[O-])ccc2Cl)CC1)Nc1ncc(Cl)cc1Cl,24%
O=C1CC(/C=C/c2ccco2)=Nc2ccccc2N1,-13%
COCCCNC(=O)C1CC(=O)N(CCc2ccc(OC)c(OC)c2)C1 (stereo not drawn),4%
Cc1ccc(S(=O)(=O)Nc2cccc(C)c2C)cc1[N+](=O)[O-],-8%
COc1ccc(CCNC(=O)CSc2ccc(-c3ccccc3)nn2)cc1OC,0%

# Looked up above:
# CCN(CC)S(=O)(=O)c1ccc(NC(=O)CSc2nnc(-c3cccc(OC)c3)n2C)cc1 in EphA4 KYL inhibition reads 10%
# CC(C)OC(=O)CSc1nc(-c2ccc(F)cc2)nc2ccc(F)cc12 in EphA4 KYL inhibition reads -8%
# Cc1c(Br)c(C(F)(F)F)nn1CC(=O)NCC1CCCO1 (stereo not drawn) in EphA4 KYL inhibition reads -3%
# CC(/C=N\NC(=O)Cn1c(C)nc2ccccc21)=C\c1ccccc1 in EphA4 KYL inhibition reads -2%

# (listing goes on)
SMILES,EphA4 KYL inhibition
C=C(C)c1cccc(C(C)(C)NC(=O)N2CCN(C/C=C/c3ccccc3)CC2)c1,-5%&-6%
COc1ccc2[nH]c(=O)c(CN(Cc3nnnn3Cc3ccc(F)cc3)CC3CCCO3)cc2c1 (stereo not drawn),-11%
Cc1ccc(NC(=O)/C(=C/c2ccccc2)c2ccccc2)cc1C,0%
O=S(=O)(c1ccccc1)c1nc(-c2ccco2)oc1NCc1cccnc1,-7%
Cc1ccc(C)c(OCC(=O)N/N=C/c2ccsc2)c1,-8%
COC(=O)C1(CO)NC(c2cccs2)C2C(=O)N(c3ccccc3)C(=O)C21 (stereo not drawn),-3%
O=C(N/N=C/c1ccco1)/C(=C/c1cccc([N+](=O)[O-])c1)NC(=O)c1ccccc1,-12%
O=C(Nc1ccccc1)Nc1nnc(-c2ccc(Cl)cc2)s1,0%
CCCN1CCC(N2CCN(c3ccccc3OC)CC2)CC1,0%
COC(=O)c1ccc(C(=O)Nc2ccc(N)cc2N)cc1,-28%
Clc1cc(Br)ccc1OCCOCCOc1cccc2cccnc12,-7%
CC12CCC(C(=O)NCCCN3CCOCC3)(OC1=O)C2(C)C (stereo not drawn),-14%
CCOC(=O)N1CCC(N2CC34C=CC(O3)C(C(=O)Nc3ccc(F)cc3)C4C2=O)CC1 (stereo not drawn),-1%
COc1cccc(-n2nnc3c(=O)n(Cc4ccccc4F)cnc32)c1,1%
O=C(CSc1nnc(Cn2nnc3ccccc32)o1)N(Cc1ccc(F)cc1)c1ccccc1,-8%
CCN(CC)S(=O)(=O)c1ccc(NS(=O)(=O)c2ccc(F)cc2)cc1,0%
Nc1nncn1C(=O)CCCOc1ccc(Cl)cc1Cl,-8%
CCC(C)NC(=O)CS(=O)Cc1nc(-c2cccc(OC)c2)oc1C (stereo not drawn),-17%
CCCn1c(/C=C/c2ccccc2)nc2ccccc21,-7%
CC(=O)N(Cc1cc(=O)[nH]c2ccccc12)c1cccc(C)c1,-9%
COC(=O)c1cc(NC(=O)c2ccccc2Br)cc(C(=O)OC)c1,-12%
Cc1cc(C)n(Cc2ccc(NC(=O)c3ccc(COc4ccccc4Br)cc3)cc2)n1,-16%
Cc1ccc(S(=O)(=O)N(C)CCCC(=O)N2CCOCC2)cc1,-12%
O=C(CSc1nnc(-c2ccncc2)n1CC1CCCO1)Nc1cccc(O)c1 (stereo not drawn),2%
CCOC(=O)Cc1[nH]nc2c1C(c1cccc(OC)c1OC)C(C#N)=C(N)O2 (stereo not drawn),-3%
COc1ccc(OC)c(NC2c3ccccc3C(=O)N2c2cccnc2)c1 (stereo not drawn),4%
O=C(Cn1c(=O)oc2cc(S(=O)(=O)N3CCCC3)ccc21)N1CCc2ccccc2C1,8%
O=C(NCC1CCCO1)C(C(=O)c1ccccc1)n1ccccc1=O (stereo not drawn),4%
CCS(=O)(=O)N1CCCC(C(=O)NC2CCCCC2C)C1 (stereo not drawn),-3%
O=C(CCS(=O)(=O)c1ccccc1)NC12CC3CC(CC(C3)C1)C2,0%
CC1(C)Cc2c(c(N3CCOCC3)nc3snc(Br)c23)CO1,-9%
Cc1ccc(NC(CC(=O)c2ccccc2)c2ccc(F)cc2)cc1 (stereo not drawn),-9%
CCN(CC)C(=O)CSc1nnc(-c2ccncc2)n1N,-7%
CC1CN(C)C(c2ccccc2)C(C)C12NC(=O)NC2=O (stereo not drawn),14%
CCCCCn1c(SCC#N)nc2cc(C(=O)NCC3CCCO3)ccc2c1=O (stereo not drawn),-8%
Cc1cc(Cl)c(OCCCNCc2ccccc2)c(Br)c1,-17%
CCOC(=O)C1CCN(C(=O)c2ccc(N(C)S(C)(=O)=O)cc2)CC1,-14%
C=CCC1(O)C(C)C(c2cc(OC)ccc2OC)NC(c2cc(OC)ccc2OC)C1C (stereo not drawn),12%
COc1cccc(C2=NOC(C(=O)NCCN3CCOCC3)C2)c1 (stereo not drawn),-11%
CCOC(=O)c1sc(NC(=O)C(CC)OC(=O)C(CC(C)C)NC(=O)c2ccccc2)nc1C (stereo not drawn),-2%

# Reprinted at random: 2 records from the list.
SMILES,EphA4 KYL inhibition
Cc1ccc(S(=O)(=O)N(C)CCCC(=O)N2CCOCC2)cc1,-12%
CC1CN(C)C(c2ccccc2)C(C)C12NC(=O)NC2=O (stereo not drawn),14%

# Continuation:
SMILES,EphA4 KYL inhibition
CCN1CCCC1CNC(=O)COc1cc(=O)n(C)c2ccccc12 (stereo not drawn),-4%
COc1ccc2nc(N3CCCCC3)c(C#N)cc2c1,-4%
Cc1csc(SCC(=O)Nc2ccc(S(=O)(=O)N3CCCC3)cc2)n1,3%
Nc1ccc(C(=O)N/N=C2\CCCc3c2[nH]c2ccccc32)cc1,-11%
COc1cccc(CNC(=O)C2CCN(S(=O)(=O)c3ccccc3)CC2)c1,-5%
CC(C)CNC(=O)C(=O)Nc1cccc(Br)c1,-7%
Cc1cc(C)n(-c2ccc(C(=O)OCC(=O)c3c(N)n(C)c(=O)n(C)c3=O)cc2)n1,-2%
O=S(=O)(NCC1CCCO1)c1cccc(S(=O)(=O)N2CCCC2)c1 (stereo not drawn),-3%
COc1cccc(-c2nc(CS(=O)(=O)CC(=O)N3CCc4ccccc43)c(C)o2)c1,-5%
Cc1cc(N2C(=O)C3C4c5ccccc5C(c5ccccc54)C3C2=O)no1 (stereo not drawn),-22%
CCC(=O)Nc1ccccc1C(=O)OCc1ccc(C(=O)c2ccccc2)cc1,-4%
N#Cc1nc(-c2ccco2)oc1N1CCOCC1,-9%
COC(=O)C(C)N(C#N)c1nc(C)cc(C)n1 (stereo not drawn),-16%
CC(=O)c1ccc2c3c(ccc(O)c13)CC2,0%
COc1ccc(NC2=C(c3ccc(OC)cc3)C(=O)c3ccccc32)cc1,-6%
Cc1cccc(NC(=O)c2oc3ccc(S(=O)(=O)N4CCOCC4)cc3c2C)c1C,-12%
Cc1ccccc1-n1cnc2cc(NCc3cccs3)ccc21,-19%
Cc1nonc1NC(=O)N1CCCC1,-6%
CCC(CC)C(=O)Nc1nnc(-c2cccs2)s1,-1%
CN1CCN(C(=O)C(Cc2ccccc2)NS(=O)(=O)c2ccc3c(c2)CCC(=O)N3)CC1 (stereo not drawn),-10%
